FBW7 activator: FBW7 E3 ligase activators, primary screen, biochemical, AlphaScreen, human | hit rate 0.13% among 650,000 | normalized activity (activation), % at 26.1 µM | AlphaScreen FBW7–phospho-cyclin E peptide binding, activator screen; in the data active = normalized activity above about 1.9%;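 note: purified mutant Fbw7 with reduced substrate affinity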
TEAD-YAP block: TEAD-YAP interaction inhibition, primary screen, TEAD-YAP interaction inhibitor project, luminescence, HEK-TIYL cells. TEAD-Gal4/YAP UAS-luciferase luminescence. inhibition, % at 9.12 µM. hit rate 1.4% among 640,000. AID 1259422, 2018; in the data active = inhibition above about 32%;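 note: 0% = median of test compound wells and 100% = reference inhibitor wells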
GPR151 activ: activators of human GPR151, primary screen, cell-based, PathHunter beta-arrestin, luminescence; G-protein coupled receptor 151 (Homo sapiens), Q8TDV0; PathHunter beta-arrestin GPR151 cells; activation, % at 11.2 µM; hit rate 1% among 650,000; in the data active = activation above about 4.9%;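 note: 0% = median of compound wells and 100% = cells with positive control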
Target sequence (Q8TDV0 whole entry, looked up): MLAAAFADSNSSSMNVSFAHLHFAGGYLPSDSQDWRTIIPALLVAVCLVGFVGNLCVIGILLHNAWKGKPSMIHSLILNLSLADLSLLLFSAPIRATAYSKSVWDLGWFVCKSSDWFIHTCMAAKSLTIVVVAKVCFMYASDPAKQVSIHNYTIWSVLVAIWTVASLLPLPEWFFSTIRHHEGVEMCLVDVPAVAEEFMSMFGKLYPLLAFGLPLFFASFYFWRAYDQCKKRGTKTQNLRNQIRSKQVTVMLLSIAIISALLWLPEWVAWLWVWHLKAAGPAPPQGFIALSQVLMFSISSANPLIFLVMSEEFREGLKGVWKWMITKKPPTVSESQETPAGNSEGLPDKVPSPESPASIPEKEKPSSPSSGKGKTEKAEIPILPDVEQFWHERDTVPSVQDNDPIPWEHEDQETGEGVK
MITF primary: MITF inhibitors, primary screen, biochemical, AlphaScreen, human; Microphthalmia-associated transcription factor (Homo sapiens), O75030; AlphaScreen MITF homodimerization, bead proximity signal; inhibition, % at 2.6 µM; hit rate 0.91% among 650,000; AID 1259374, 2018; in the data active = inhibition above about 50%;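 note: 0% = vehicle wells with protein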
Target sequence (O75030 whole entry, looked up): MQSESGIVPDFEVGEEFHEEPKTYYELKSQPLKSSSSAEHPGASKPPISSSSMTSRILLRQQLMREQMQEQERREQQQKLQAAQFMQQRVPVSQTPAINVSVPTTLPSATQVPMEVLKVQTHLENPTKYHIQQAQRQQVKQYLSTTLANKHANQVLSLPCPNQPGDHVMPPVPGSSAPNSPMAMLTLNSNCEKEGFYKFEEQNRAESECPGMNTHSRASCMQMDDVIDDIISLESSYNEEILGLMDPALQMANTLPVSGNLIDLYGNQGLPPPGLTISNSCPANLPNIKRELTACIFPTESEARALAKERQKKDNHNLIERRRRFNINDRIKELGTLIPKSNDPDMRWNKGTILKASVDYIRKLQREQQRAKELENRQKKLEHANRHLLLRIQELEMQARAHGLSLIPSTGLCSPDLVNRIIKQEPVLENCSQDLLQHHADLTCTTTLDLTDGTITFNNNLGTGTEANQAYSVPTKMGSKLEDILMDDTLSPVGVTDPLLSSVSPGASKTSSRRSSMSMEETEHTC
Numbers without * were called inactive. No enrichment for hits. About 3.5% of those tested had a hit in this group.

For O=C1c2ccccc2C(=O)C12OC2c1ccccc1 (configuration not stated) the results were FBW7 activator -1.0, TEAD-YAP block -4, GPR151 activ -1.2 and MITF primary -5.
`CCCCOc1ccccc1NC(=O)C(F)(OC)C(F)(F)F` (configuration not stated) gave FBW7 activator 0.9, TEAD-YAP block 36*, GPR151 activ -0.2 and MITF primary 14.
Screening CC(C)CN(CCCNC(=O)Cn1nc(-c2ccc(Cl)cc2)ccc1=O)CC(C)C returned FBW7 activator 0.8, TEAD-YAP block 10, GPR151 activ -0.2 and MITF primary 8.
Screening NC12CC3CC(C1)CC(c1ccccc1)(C3)C2 returned FBW7 activator 0.0, TEAD-YAP block 0, GPR151 activ 1.6 and MITF primary 11.
`O=C1/C(=N/O)CCc2no[n+]([O-])c21` gave FBW7 activator -0.1, TEAD-YAP block 5, GPR151 activ 0.5 and MITF primary 13.
For Cc1ccc(-c2ccc(CCC(=O)O)n2-c2ccc(C(N)=O)cc2)cc1 the results were FBW7 activator -0.3, TEAD-YAP block -5, GPR151 activ -0.3 and MITF primary -4.
Screening O=C(CN(C(=O)c1csnn1)c1cccc(F)c1)NCCc1ccccc1 returned FBW7 activator 0.4, TEAD-YAP block 2, GPR151 activ -0.4 and MITF primary 13.
CC(C)C(NS(C)(=O)=O)c1nnc2n1CCN(Cc1cc3ccccc3o1)CC2 (configuration not stated) was read as FBW7 activator 0.0, TEAD-YAP block 4, GPR151 activ 3.2 and MITF primary -1.
Screening C#CCSc1nc(Nc2cccc(C)c2C)nc(N2CCC(C)CC2)n1 returned FBW7 activator 0.0, TEAD-YAP block 6, GPR151 activ 1.6 and MITF primary 17.
COC(=O)c1c(NC(=O)COc2ccc(OC)cc2)sc2c1C(C(=O)OC)CC2 (configuration not stated) was read as FBW7 activator -0.1, TEAD-YAP block -1, GPR151 activ -1.4 and MITF primary -5.
Screening COc1cc(C(=O)Nc2scc3c2c(=O)oc2ccccc23)cc(OC)c1OC returned FBW7 activator 0.1, TEAD-YAP block 5, GPR151 activ 0.4 and MITF primary 12.
`CCc1ccc(NC(=O)C(F)(F)F)cc1` gave FBW7 activator 0.1, TEAD-YAP block 0, GPR151 activ -0.7 and MITF primary -11.
Screening CCOc1ccc(C(=O)Nc2ccc(-c3nc4cc(CC)ccc4o3)cc2)cc1 returned FBW7 activator 0.1, TEAD-YAP block -6, GPR151 activ -1.0 and MITF primary -8.
For CCc1ccccc1N(CC(=O)Nc1ccccc1)S(C)(=O)=O the results were FBW7 activator 0.0, TEAD-YAP block -8, GPR151 activ 0.2 and MITF primary 10.
`Cc1ccc(C(=O)/C=C/NNC(=O)c2ccccc2)cc1` gave FBW7 activator 0.0, TEAD-YAP block -28, GPR151 activ -0.6 and MITF primary 9.
Screening CCc1ccccc1NC(=O)COC(=O)C1CC(=O)N(c2ccc(F)cc2)C1 (configuration not stated) returned FBW7 activator -0.1, TEAD-YAP block 2, GPR151 activ -0.5 and MITF primary 4.
`CC(=O)Nc1ccc(CN2CCC3(CC2)CC3C(=O)N2CC=C(c3ccccc3)CC2)s1` (configuration not stated) gave FBW7 activator 0.1, TEAD-YAP block 12, GPR151 activ 1.3 and MITF primary 10.
For Cc1ccccc1Cn1c(C(=O)O)c(CNCc2ccccc2)c2ccccc21 the results were FBW7 activator 0.0, TEAD-YAP block 5, GPR151 activ 0.7 and MITF primary -2.
`COc1ccc(C(=O)N(C(C)C)C(C)C)cc1[N+](=O)[O-]` gave FBW7 activator 0.0, TEAD-YAP block -3, GPR151 activ 3.8 and MITF primary -5.
For C#CCn1c(=NC(=O)c2ccccc2)sc2cc(NC(C)=O)ccc21 the results were FBW7 activator 0.1, TEAD-YAP block -25, GPR151 activ 1.4 and MITF primary 5.

Random excerpt: 2 entries already listed
`Cc1ccc(C(=O)/C=C/NNC(=O)c2ccccc2)cc1` gave FBW7 activator 0.0, TEAD-YAP block -28, GPR151 activ -0.6 and MITF primary 9.
For Cc1ccccc1Cn1c(C(=O)O)c(CNCc2ccccc2)c2ccccc21 the results were FBW7 activator 0.0, TEAD-YAP block 5, GPR151 activ 0.7 and MITF primary -2.

More results follow.
COc1ccc(/C=C2/SC(=O)NC2=O)cc1OCc1ccccc1 was read as FBW7 activator 0.0, TEAD-YAP block -2, GPR151 activ 0.3 and MITF primary -2.
Screening C=CCN1C(=S)N(c2ccc(Cl)cc2)C2CS(=O)(=O)CC21 (configuration not stated) returned FBW7 activator -0.3, TEAD-YAP block 6, GPR151 activ 0.8 and MITF primary -23.
O=C(c1ccsc1)N1CCC(c2[nH]ncc2-c2ccccc2)CC1 was read as FBW7 activator 0.0, TEAD-YAP block 3, GPR151 activ 1.7 and MITF primary -10.
`c1ccc2c(c1)CCN(c1nc3ncnc(NCCN4CCOCC4)c3[nH]1)C2` gave FBW7 activator -0.1, TEAD-YAP block -13, GPR151 activ -0.9 and MITF primary 6.
For CCCN(CCC)c1ccc(/C=N/NC(=O)OCC)cc1 the results were FBW7 activator 0.1, TEAD-YAP block -12, GPR151 activ -0.2 and MITF primary 7.
Screening Cc1cc(C)cc(NC(=O)COc2cccc3c2CCN(C)C3=O)c1 returned FBW7 activator 0.0, TEAD-YAP block -6, GPR151 activ 4.3 and MITF primary 4.
`Cc1cccc(NC(=O)c2ccc(F)c(S(=O)(=O)N3CCc4ccccc4C3)c2)c1` gave FBW7 activator -0.2, TEAD-YAP block -2, GPR151 activ -0.2 and MITF primary -3.
`COCCNC(=O)COc1ccccc1Cl` gave FBW7 activator 0.2, TEAD-YAP block -4, GPR151 activ -1.6 and MITF primary 0.
`Cc1nc(NC(=O)CSc2nnc(-c3ccc(F)cc3)o2)sc1C` gave FBW7 activator -0.1, TEAD-YAP block -23, GPR151 activ -0.9 and MITF primary -10.
Screening Cc1ccc(/C=C2/Sc3ccc(C(=O)O)cc3NC2=O)cc1 returned FBW7 activator 0.0, TEAD-YAP block -3, GPR151 activ -0.5 and MITF primary -9.
For C=CCSc1nnc2c(n1)OC(c1ccc(OC)c(C)c1)Nc1ccccc1-2 (configuration not stated) the results were FBW7 activator -0.1, TEAD-YAP block -22, GPR151 activ -1.5 and MITF primary 6.
`Cc1cc(C)cc(OCCNS(=O)(=O)c2ccc(NC(=O)C(C)C)cc2)c1` gave FBW7 activator 0.2, TEAD-YAP block -6, GPR151 activ -1.1 and MITF primary 6.
Screening COc1ccc(/C=N/Nc2ccc(S(=O)(=O)N3CCCC3)cc2[N+](=O)[O-])cc1OC returned FBW7 activator 0.0, TEAD-YAP block -1, GPR151 activ 0.1 and MITF primary 5.
For COc1ccc2ccccc2c1/C=N/N1C(=O)C2C3C=CC(C4CC34)C2C1=O (configuration not stated) the results were FBW7 activator 0.0, TEAD-YAP block 1, GPR151 activ 0.6 and MITF primary -1.
CN1CCN(C(=O)c2cc3c(=O)[nH]c4ccccc4c3n2C)CC1 was read as FBW7 activator 0.3, TEAD-YAP block -11, GPR151 activ -0.5 and MITF primary 2.
`CC(C)CC(c1nnnn1Cc1ccccc1)N1CCC(C(N)=O)CC1` (configuration not stated) gave FBW7 activator 0.0, TEAD-YAP block 3, GPR151 activ -0.4 and MITF primary 0.
C/C(=N\NC(=O)c1ccccc1)C1=C(O)CC(C)(C)CC1=O was read as FBW7 activator 0.4, TEAD-YAP block -39, GPR151 activ 0.1 and MITF primary 14.
Screening Cc1cnc(Nc2ccc3ncccc3c2)nc1NC1CC1 returned FBW7 activator -0.1, TEAD-YAP block -66, GPR151 activ -0.3 and MITF primary 32.
For CCCCNC(=O)CSc1nc(O)c(CCC)c(=O)[nH]1 the results were FBW7 activator 0.0, TEAD-YAP block -1, GPR151 activ 3.8 and MITF primary 13.
For CCOC(=O)c1c(NC(=O)CCCCCN2C(=O)c3ccccc3C2=O)sc(C(C)=O)c1C the results were FBW7 activator 0.0, TEAD-YAP block 5, GPR151 activ -0.4 and MITF primary -12.

Structural class, the entries above containing an NH in an aromatic ring
O=C(c1ccsc1)N1CCC(c2[nH]ncc2-c2ccccc2)CC1 was read as FBW7 activator 0.0, TEAD-YAP block 3, GPR151 activ 1.7 and MITF primary -10.
`c1ccc2c(c1)CCN(c1nc3ncnc(NCCN4CCOCC4)c3[nH]1)C2` gave FBW7 activator -0.1, TEAD-YAP block -13, GPR151 activ -0.9 and MITF primary 6.
CN1CCN(C(=O)c2cc3c(=O)[nH]c4ccccc4c3n2C)CC1 was read as FBW7 activator 0.3, TEAD-YAP block -11, GPR151 activ -0.5 and MITF primary 2.
For CCCCNC(=O)CSc1nc(O)c(CCC)c(=O)[nH]1 the results were FBW7 activator 0.0, TEAD-YAP block -1, GPR151 activ 3.8 and MITF primary 13.

(further entries)
Screening O=C(COc1ccc(Cl)cc1)Nc1ccc(-c2nc3ccccc3c(=O)o2)cc1 returned FBW7 activator 0.0, TEAD-YAP block 7, GPR151 activ -0.2 and MITF primary 4.
CCCc1ccc(OCC(=O)NNC(=O)c2ccccc2C)cc1 was read as FBW7 activator 0.0, TEAD-YAP block -1, GPR151 activ 0.0 and MITF primary -12.
COc1ccc(-c2nc(NCCOc3ccccc3)c3[nH]cnc3n2)cn1 was read as FBW7 activator -0.3, TEAD-YAP block 9, GPR151 activ 2.4 and MITF primary 0.
Screening CCOC(=O)c1nn(-c2cccc(C)c2)cc1C(=O)c1nc2ccccc2s1 returned FBW7 activator 0.0, TEAD-YAP block -10, GPR151 activ 0.8 and MITF primary 0.
`COc1ccc(Nc2nc(N)c3ccccc3n2)c(OC)c1` gave FBW7 activator -0.4, TEAD-YAP block -62, GPR151 activ -0.8 and MITF primary 1.
For Cc1nn(C)cc1CN1CCC(n2c(C)nc3cccnc32)CC1 the results were FBW7 activator 0.0, TEAD-YAP block 1, GPR151 activ 0.5 and MITF primary 2.
Screening O=C(CSc1nnnn1-c1ccccc1)Nc1ccccc1C(=O)c1ccccc1 returned FBW7 activator -0.2, TEAD-YAP block 2, GPR151 activ 2.2 and MITF primary 3.
Screening CCOc1ccccc1NC(=O)c1c(NC(=O)c2ccccc2)sc2c1CCC2 returned FBW7 activator 0.3, TEAD-YAP block 0, GPR151 activ -1.0 and MITF primary 2.
`Cc1ccc(NC(=O)CSc2cn(CCNC(=O)c3cccs3)c3ccccc23)c(C)c1` gave FBW7 activator 0.1, TEAD-YAP block 4, GPR151 activ -0.7 and MITF primary 9.
For Cc1nc2ccccn2c1C(=O)NC1CCCC1 the results were FBW7 activator 0.2, TEAD-YAP block 6, GPR151 activ 0.0 and MITF primary 5.
Fc1ccc(-c2noc(/C=C/c3ccccc3)n2)cc1 was read as FBW7 activator -0.1, TEAD-YAP block -35, GPR151 activ 0.4 and MITF primary -8.
O=C(Cc1ccccc1)NN1C(=O)c2ccccc2C1=O was read as FBW7 activator -0.6, TEAD-YAP block -3, GPR151 activ 0.4 and MITF primary -2.
`COc1cccc(C(=O)c2oc3ccc(NC(C)=O)cc3c2C)c1` gave FBW7 activator -0.1, TEAD-YAP block -64, GPR151 activ 1.5 and MITF primary -7.
For O=C(NCC1(c2ccc(F)cc2)CC1)c1ccno1 the results were FBW7 activator 0.0, TEAD-YAP block 11, GPR151 activ -1.2 and MITF primary 1.
For CCC(Sc1nccn1C)C(=O)Nc1ccc(S(N)(=O)=O)cc1 (configuration not stated) the results were FBW7 activator 0.1, TEAD-YAP block 5, GPR151 activ -0.9 and MITF primary 11.
`Cn1c(O)c(/C=C2\C=Nc3ccccc32)sc1=S` gave FBW7 activator 0.0, TEAD-YAP block -37, GPR151 activ -1.0 and MITF primary 11.
Screening OC(CNCc1ccccc1F)c1ccccc1 (configuration not stated) returned FBW7 activator 0.0, TEAD-YAP block -9, GPR151 activ -0.9 and MITF primary 6.
CC(=O)N(Cc1ccco1)C1CCN(c2nc(C)cc(C)n2)CC1 was read as FBW7 activator -0.1, TEAD-YAP block 8, GPR151 activ 1.0 and MITF primary 4.
Screening CC(C)N1CCN(C(=O)c2ccccc2F)CC1 returned FBW7 activator 0.0, TEAD-YAP block 12, GPR151 activ 0.1 and MITF primary 35.
For O=C(Nc1ccc2c(c1)OCCO2)c1cccc2c1C(=O)N(C1CCCCC1)C2 the results were FBW7 activator 0.0, TEAD-YAP block 8, GPR151 activ 4.0 and MITF primary -1.
Screening O=C1Nc2ccc(S(=O)(=O)Nc3ccc(O)c(Cl)c3)c3cccc1c23 returned FBW7 activator -0.2, TEAD-YAP block -8, GPR151 activ 0.1 and MITF primary -2.
CCOC(=O)C1=C(c2ccccc2)N2CCS(=O)(=O)N=C2S1 was read as FBW7 activator 0.1, TEAD-YAP block -11, GPR151 activ 1.5 and MITF primary 14.
Screening Fc1ccc(C2=CC(c3cccc(Br)c3)n3ncnc3N2)cc1 (configuration not stated) returned FBW7 activator -0.2, TEAD-YAP block -6, GPR151 activ -0.3 and MITF primary -4.
For CC(C)(C)n1nnnc1C(c1ccc2ncccc2c1)N1CCc2ccccc21 (configuration not stated) the results were FBW7 activator 0.4, TEAD-YAP block -18, GPR151 activ -1.1 and MITF primary 42.
`COc1ccc(-c2cc(C(=O)Nc3cc(Cl)ccc3O)on2)cc1OC` gave FBW7 activator 0.1, TEAD-YAP block 0, GPR151 activ -1.2 and MITF primary 4.
